Screens (PubChem BioAssay)
CCT chaperon mod: High-Throughput Screening for Modulators of Cytosolic Chaperonin Activity | AID 651819, 2012 | activity change, % (test concentration not listed), hits read low | purified chaperonin ATPase assay, HTRF ADP detection, 30 min | 0.3% of 360,000 active; in the data active = activity change below about -30%; also: % is scaled to controls: 0 for no effect and ±100 for the full control effect
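Nucleotide hydrolysis assay: TRiC at 20–40 nM final (set by batch activity) with 10 uM ATP, 30 min at 37 °C, in presence of 76 uM compound. Detection by competitive ADP HTRF, 30 min ambient.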
WRN helicase inh: qHTS for Inhibitors of WRN Helicase. WRN helicase unwinding, fluorescent forked duplex, kinetic. Potency, µM (titrated, usually from 114 µM), for inactives: at the highest dose activity change, negative = inhibition, most hits filed as inhibitors. 0.46% of 360,000 active. AID 651768, 2012; also: potency is read from the fitted curve at half-maximal effect; % is scaled to controls: 0 for no effect and ±100 for the full control effect; nearly all actives have a fitted effect of over 55% in size
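Screening of the MLSMR collection measured strand separation of a quenched forked DNA duplex (100 nM) by 20 nM WRN with 2 mM ATP, all final. Compounds were preincubated with enzyme 15 min at room temperature.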
EPAC1 antagonist: qHTS for Antagonist of cAMP-regulated guanine nucleotide exchange factor 3 (EPAC1): primary screen. Rap guanine nucleotide exchange factor 3 (Homo sapiens), O95398. EPAC1 GEF assay, Rap1b-BODIPY-GDP exchange fluorescence. Potency, µM (highest dose often 115 µM), for inactives: at the top dose activity change, negative = inhibition, most hits filed as inhibitors. 0.14% of 360,000 active. AID 720709, 2013;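 also: potency is read from the fitted curve at half-maximal effect; plate controls were vehicle for no effect and positive control for full effect; nearly all actives have a fitted effect of over 50% in size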
EPAC1 ag: qHTS for Agonist of cAMP-regulated guanine nucleotide exchange factor 3 (EPAC1): primary screen | Rap guanine nucleotide exchange factor 3 (Homo sapiens), O95398 | EPAC1 agonist qHTS, biochemical assay; response scale: 100% = response to 6.5 mM cAMP | Potency, µM (doses to about 154 µM), without a hit: top-dose activation, most hits filed as activators | 0.073% of 360,000 active; also: potency is read from the fitted curve at half-maximal effect; nearly all actives have a fitted effect of over 60% in size
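Multi-concentration qHTS readout: loss of Rap1B-bound BODIPY-GDP fluorescence driven by 100 nM EPAC1 with excess GDP (50 uM), monitored kinetically at room temperature; agonist response expressed relative to 6.5 mM cAMP.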
IL-2 act: qHTS of IL-2 Activators; IL-2 activation reporter assay, cell-based qHTS; stimulated with anti-CD3/CD4/CD28 beads; in transgenic mouse T cells; activation, % (series mostly up to about 46 µM); 0.065% of 360,000 active; in the data active = activation above about 50%; inconclusive = mostly about 30% to 49%; also: 0% is about no effect
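First, unstimulated transgenic mouse T cells were exposed to compound for 60 min. Next, anti-CD3/anti-CD4-coated beads with anti-CD28 were added. Finally, after 18 h at 37 degrees C, EGFP and DsRed were imaged.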
PLK1 PBD block: qHTS for Inhibitors of PLK1-PDB (polo-like kinase 1 - polo-box domain): Primary Screen | Serine/threonine-protein kinase PLK1 (Homo sapiens), P53350 | Plk1 PBD binding of FITC phosphopeptide, fluorescence polarization | Potency, µM, inactives show max response, negative = inhibition, hits mostly inhibitors | 2.8% of 360,000 active | AID 720504, 2013; also: potency is read from the fitted curve at half-maximal effect; series mostly up to about 57 µM; % is scaled to controls: 0 for no effect and ±100 for the full control effect; nearly all actives have a fitted effect of over 65% in size
Target sequence (P53350 whole entry, looked up, the tested form may be a part): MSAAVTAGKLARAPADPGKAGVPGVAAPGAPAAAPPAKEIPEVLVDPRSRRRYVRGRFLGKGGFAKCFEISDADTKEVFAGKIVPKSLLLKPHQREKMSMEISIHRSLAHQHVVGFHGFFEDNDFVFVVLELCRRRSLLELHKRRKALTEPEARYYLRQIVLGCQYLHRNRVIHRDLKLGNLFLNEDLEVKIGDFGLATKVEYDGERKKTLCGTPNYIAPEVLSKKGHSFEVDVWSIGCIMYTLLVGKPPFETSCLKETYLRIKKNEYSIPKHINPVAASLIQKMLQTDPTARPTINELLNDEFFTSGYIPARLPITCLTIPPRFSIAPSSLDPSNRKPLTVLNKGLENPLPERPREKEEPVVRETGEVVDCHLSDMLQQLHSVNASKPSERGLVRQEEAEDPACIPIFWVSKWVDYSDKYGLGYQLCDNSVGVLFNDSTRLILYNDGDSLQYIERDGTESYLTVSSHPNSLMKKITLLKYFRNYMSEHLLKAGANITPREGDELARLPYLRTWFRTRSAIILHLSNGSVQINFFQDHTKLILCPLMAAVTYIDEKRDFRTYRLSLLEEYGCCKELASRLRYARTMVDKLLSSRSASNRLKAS
EPAC2 agonist: qHTS for Agonist of cAMP-regulated guanine nucleotide exchange factor 4 (EPAC2): primary screen; AID 720711, 2013; Rap guanine nucleotide exchange factor 4 (Homo sapiens), Q8WZA2; Potency, µM (series often up to 154 µM), without a hit: at the top dose activation, hits mostly activators; EPAC2 activation, biochemical qHTS; response scale: 100% = 6.5 mM cAMP response; 0.079% of 360,000 active; also: potency is read from the fitted curve at half-maximal effect; nearly all actives have a fitted effect of over 50% in size
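Each well held 100 nM EPAC2, 250 nM RAP1B-BODIPY-GDP and 50 uM GDP. Fluorescence, read at 5-min intervals to 30 min, was referenced to a 6.5 mM cAMP positive control.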
PI5P4K alpha inh: qHTS for Inhibitors of phosphatidylinositol 5-phosphate 4-kinase (PI5P4K); PI5P4Kalpha enzyme, ADP-Glo luminescence, 60 min; hits give low values; 1.2% of 330,000 active; max response, %; Phosphatidylinositol 5-phosphate 4-kinase type-2 alpha (Homo sapiens), P48426; active = max response of -50% or lower; inconclusive = between -30% and -50%; inactive = -30% or higher; also: value at the top dose of about 77 µM; % is scaled to controls: 0 for no effect and ±100 for the full control effect
Target sequence (P48426 whole entry, looked up): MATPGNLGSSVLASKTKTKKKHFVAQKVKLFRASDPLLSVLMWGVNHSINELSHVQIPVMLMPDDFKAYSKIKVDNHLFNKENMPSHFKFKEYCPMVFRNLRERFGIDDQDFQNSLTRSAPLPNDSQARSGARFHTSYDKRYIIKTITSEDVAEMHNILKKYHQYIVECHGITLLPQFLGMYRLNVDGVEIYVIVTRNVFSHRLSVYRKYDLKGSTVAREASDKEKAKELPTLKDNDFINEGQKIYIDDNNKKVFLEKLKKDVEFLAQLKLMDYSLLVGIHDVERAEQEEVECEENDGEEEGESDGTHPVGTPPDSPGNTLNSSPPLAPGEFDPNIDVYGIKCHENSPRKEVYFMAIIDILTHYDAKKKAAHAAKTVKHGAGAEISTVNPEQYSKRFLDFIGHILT
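PI5P4Kalpha ADP-Glo assay; 5 microM ATP final; 60 min RT reaction; HEPES pH 7.4/EGTA/CHAPS, 5% DMSO; controls lacking substrate or enzyme; luminescent end-point.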
Numbers without * were called inactive; ? = inconclusive; · = not tested or not shown; [ ] = remark or other dose. Unless noted, calls follow the shape of the dose curve; as a rule, active = well fitted curve in the direction sought with a large enough effect; inconclusive = small, poorly fitted or top-dose-only effect, or another doubt; inactive = no such curve, though single readings can be large; an effect the other way counts as inactive or inconclusive.

SMILES	CCT chaperon mod	WRN helicase inh	EPAC1 antagonist	EPAC1 ag	IL-2 act	PLK1 PBD block	EPAC2 agonist	PI5P4K alpha inh
O=C(O)CN1C(=O)C2C3CC(C2C1=O)C1C(c2ccc(F)cc2)c2sc(=O)[nH]c2SC31 (centres undefined)	-0.6	-19%	-11%	8%	-5.0	?	8%	-7
O=S(=O)(NC1CCCCC1Oc1ccccc1)c1ccccc1 (centres undefined)	0.7	-14%	-15%	-7%	0.6	-2%	6%	12
COc1ccc(Cc2nnc(NC(=O)c3cc(OC)c(OC)c(OC)c3)s2)cc1OC	-0.1	-7%	-3%	2%	-1.0	-9%	0%	0
Cc1cc2c(C)ccc(C)c2nc1SCC(=O)c1cccs1	-0.1	0%	11%	24%	-2.0	6%	17%	12
Cc1ccccc1CN(CC(=O)Nc1cccc([N+](=O)[O-])c1)S(=O)(=O)c1ccc(Cl)cc1	-1.0	-6%	-1%	16%	-0.7	-9%	-5%	2
O=C(NCCCn1ccnc1)c1cc(-c2ccc(Cl)cc2)nc2ccccc12	-0.2	9%	-3%	-8%	0.4	-10%	11%	8
N#CC1=C(N)Oc2cc(N)ccc2C1c1cccc(Br)c1 (centres undefined)	0.3	-1%	12%	9%	0.9	3%	?	-23
NC(=O)c1ccsc1NC(=O)c1coc2ccccc2c1=O	-1.2	-33%	0%	0%	-0.2	?	6%	0
Cc1ccc(NC(=O)N2CCCCC2)cc1NC(=O)N1CCCCC1	-2.0	-2%	9%	16%	0.7	-3%	1%	11
COc1cccc(NC(=O)C2C3C=CC(O3)C2C(=O)NCc2cccnc2)c1 (centres undefined)	-0.3	-5%	-14%	3%	-2.0	-3%	11%	-8
Cc1ccc(C(=O)NNC(=O)C2CCN(c3ncccn3)CC2)cc1	1.6	6%	13%	-3%	0.7	-1%	2%	2
O=C(Nc1ccccc1)ON=C1c2ccccc2-c2ccccc21	-21	-1%	1%	3%	-0.1	0%	-1%	43
CSc1nnc(Cn2c(=O)sc3ccccc32)n1CCc1ccccc1	0.8	1%	-18%	-9%	1.2	21µM*	7%	6
C[C@H]1[C@@H](Cc2cc(Cl)cc(Cl)c2)N(c2ccccc2)c2ccccc2CN1Cc1ccccc1	·	-8%	-17%	-2%	-0.6	-14%	5%	7
COc1cc(OC)cc(C(=O)N[C@H](C(=O)Nc2nc3c(s2)CCCC3)C(C)C)c1	1.3	-10%[57.1 µM]	-5%	0%	-1.8	-16%	14%	2
FC(F)(F)c1cc(CCN2C(=S)NC[C@@H]2c2ccccc2)cc(C(F)(F)F)c1	0.6	-3%	-22%	-34%[inhibitor]	1.0	1%	-7%	-2
COC(=O)c1cn(CC(=O)N2C(C)CCCC2C)c2ccccc12 (centres undefined)	-1.3	-6%	-11%	4%	-0.1	-7%	-7%	-6
N#Cc1ccc(C(=O)NC2=NCCS2)cc1	2.7	-5%	-21%	-6%	0.8	-5%	7%	0
Cc1ccc(C)c(SCC(=O)N(C)CC(=O)Nc2ccc(N3CCOCC3)cc2)c1	-2.0	-7%	-7%	-3%	-2.5	?	-9%	-10
Cc1c(Cl)cccc1NC(=S)Nc1ccc(S(=O)(=O)Nc2ncccn2)cc1	-2.1	5%	-16%	-2%	-5.5	-16%	3%	-4
O=C1c2nccnc2C(=O)N1c1ccc(C(F)(F)F)cc1	1.2	-6%	7%	7%	0.2	-6%	5%	1
O=C(O)c1cc2nccc(-c3ccc(F)cc3)n2n1	-2.6	-14%	-17%	-1%	0.3	-4%	0%	-7
C(=N\N1CCN(c2ccccn2)CC1)/c1ccccn1	0.8	-12%	5%	-1%	-0.3	-1%	7%	1
COCCn1c(SCc2nc3scc(-c4ccc(Cl)cc4)c3c(=O)[nH]2)nnc1-c1cccc(C)c1	2.4	-3%	-7%	-7%	-0.8	10%	-8%	-13
CN(C)/C=C/C1=C([N+](=O)[O-])C(c2cccc([N+](=O)[O-])c2)NC(=O)N1 (centres undefined)	2.1	-36%	-20%	5%	-1.5	-12%	-2%	-83*

Another view of five compounds above:
canonical_smiles | CCT chaperon mod | WRN helicase inh | EPAC1 antagonist | EPAC1 ag | IL-2 act | PLK1 PBD block | EPAC2 agonist | PI5P4K alpha inh
FC(F)(F)c1cc(CCN2C(=S)NC[C@@H]2c2ccccc2)cc(C(F)(F)F)c1 | 0.6 | -3% | -22% | -34%[inhibitor] | 1.0 | 1% | -7% | -2
COC(=O)c1cn(CC(=O)N2C(C)CCCC2C)c2ccccc12 (centres undefined) | -1.3 | -6% | -11% | 4% | -0.1 | -7% | -7% | -6
N#Cc1ccc(C(=O)NC2=NCCS2)cc1 | 2.7 | -5% | -21% | -6% | 0.8 | -5% | 7% | 0
Cc1ccc(C)c(SCC(=O)N(C)CC(=O)Nc2ccc(N3CCOCC3)cc2)c1 | -2.0 | -7% | -7% | -3% | -2.5 | ? | -9% | -10
Cc1c(Cl)cccc1NC(=S)Nc1ccc(S(=O)(=O)Nc2ncccn2)cc1 | -2.1 | 5% | -16% | -2% | -5.5 | -16% | 3% | -4

Next part:
SMILES	CCT chaperon mod	WRN helicase inh	EPAC1 antagonist	EPAC1 ag	IL-2 act	PLK1 PBD block	EPAC2 agonist	PI5P4K alpha inh
CN(C)CCCCOc1cccc(Br)c1	2.1	?	5%	-5%	-0.2	2%	2%	8
O=C(c1cc(-c2ccc(F)cc2)on1)N1CCN(c2ccc(F)cc2)CC1	-1.8	13%	7%	-4%	-1.2	27µM*	-1%	2
CCCC[N+](CC#Cc1ccccc1)(CCCC)CCCS(=O)(=O)[O-]	-0.3	-3%	15%	-1%	-0.5	-12%	3%	2
CCc1nnc(NS(=O)(=O)c2ccc(NC(=S)NC(=O)c3ccc(OC)cc3)cc2)s1	1.9	-17%	-35%	-3%	-0.5	?	8%	-19
Cc1cccc(OCC(=O)NCc2ccccc2)c1	0.6	?	0%	-1%	-1.4	-11%	4%	-8
COc1ccc(CN=CC2=C(O)CNC2=O)cc1OC	1.2	-2%	-3%	0%	0.3	2%	4%	4
COc1cc(OC)c2ccc(=O)oc2c1C(CCN1CCCC(C)C1)c1ccc2c(c1)OCO2 (centres undefined)	-1.4	0%	38%[activator]	-7%	1.1	-6%	9%	-2
COc1ccc([N+](=O)[O-])cc1NC(=S)NC(NC(=O)C(c1ccccc1)c1ccccc1)C(Cl)(Cl)Cl (centres undefined)	-2.1	-6%	-16%	1%	-0.5	-11%	-7%	-10
CCOc1ccc(C(=O)NCC(=O)OCCCOC(=O)CNC(=O)c2ccc(OCC)cc2)cc1	-1.2	-31%	15%	-3%	-3.8	-6%	-5%	5
O=C(NCCc1ccccc1)C1(c2ccccc2)CCCC1	-14	-26%	0%	9%	0.1	-2%	11%	-1
CCOC(=O)C1C(=O)OC(C)(C)C1C(C)C(=O)c1ccc(OC)cc1 (centres undefined)	-0.5	5%	14%	4%	-0.8	1%	1%	·
Cc1ccc(CNC(=O)c2ccc3c(c2)NC(=O)CS3)cc1	-2.0	3%	-8%	-3%	0.3	0%	3%	2
NC(=O)C1CCN(C(=O)CCc2nc3ccccc3c(=O)[nH]2)CC1	-3.6	-6%	1%	1%	3.0	-4%	10%	·
Cc1ccc2c(COC(=O)c3ccc(NC(=O)CC#N)cc3)cc(=O)oc2c1C	-2.3	6%	12%	0%	-0.5	-5%	12%	4
COc1ccc(-c2nnn(Cc3ccccc3F)n2)cc1	0.8	0%	-2%	0%	1.1	-6%	4%	14
COC(=O)c1cc2sccc2n1CC(=O)N(C)c1ccccc1	0.2	2%	-4%	5%	-1.2	-3%	1%	0
COc1ccc(NC(=O)CN(C)C(=O)c2cccc(NS(=O)(=O)c3ccc(Br)cc3)c2)cc1	0.8	-13%	-15%	24%	0.0	-2%	10%	-4
O=S(=O)(N[C@@H]1CC[C@H](CCNS(=O)(=O)c2ccccc2Cl)O[C@@H]1CO)c1ccccc1	·	-1%	1%	6%	0.9	-2%	1%	-2
CC(=O)c1cc2c(cc1NC(=O)c1ccc(-n3nc(C)cc3C)cc1)OCO2	-0.9	-2%	-25%	2%	0.1	-8%	-5%	2
O=C(NCCc1nnc2ccc(N3CCCCCC3)nn12)c1ccccc1	-0.4	-34%	0%	8%	-3.3	-7%	-5%	-7
O=C1C2C(c3ccccc3)C=CC(c3ccccc3)C2C(=O)N1CCCO (centres undefined)	1.1	-10%	-5%	2%	2.7	-12%	5%	-1
CC1(C(=O)NCCCN2CCCC2=O)CCN1CCc1ccccc1 (centres undefined)	-1.7	0%[57.1 µM]	0%	-7%	2.6	2%	-7%	0
CC(=O)OC[C@H]1O[C@@H](Oc2cc3ccc(=O)oc3cc2OC(C)=O)[C@H](OC(C)=O)[C@@H](OC(C)=O)[C@@H]1OC(C)=O	-5.5	-7%	-4%	-16%	0.3	-15%	7%	2
COc1ccc(S(=O)(=O)NC2CC2)cc1Cl	-1.2	-1%	17%	10%	0.1	1%	8%	0
O=C(NC(=S)Nc1cccc(NC(=S)NC(=O)c2ccco2)n1)c1ccco1	-0.1	-17%	-14%	12%	1.4	-20%	11%	8

Structures above marked active in PI5P4K alpha inh:
SMILES	CCT chaperon mod	WRN helicase inh	EPAC1 antagonist	EPAC1 ag	IL-2 act	PLK1 PBD block	EPAC2 agonist	PI5P4K alpha inh
CN(C)/C=C/C1=C([N+](=O)[O-])C(c2cccc([N+](=O)[O-])c2)NC(=O)N1 (centres undefined)	2.1	-36%	-20%	5%	-1.5	-12%	-2%	-83*

A draw from above in order of number of heavy atoms, rising:
SMILES	CCT chaperon mod	WRN helicase inh	EPAC1 antagonist	EPAC1 ag	IL-2 act	PLK1 PBD block	EPAC2 agonist	PI5P4K alpha inh
Cc1cccc(OCC(=O)NCc2ccccc2)c1	0.6	?	0%	-1%	-1.4	-11%	4%	-8
O=C1C2C(c3ccccc3)C=CC(c3ccccc3)C2C(=O)N1CCCO (centres undefined)	1.1	-10%	-5%	2%	2.7	-12%	5%	-1
O=C(NC(=S)Nc1cccc(NC(=S)NC(=O)c2ccco2)n1)c1ccco1	-0.1	-17%	-14%	12%	1.4	-20%	11%	8

Not all compounds are listed; rates above refer to the full screens.
